ABHD4 inh: ABHD4 inhibitors, primary screen, biochemical, fluorescence polarization, mouse; inhibition, % at 8.92 µM; AID 720543, 2013; (Lyso)-N-acylphosphatidylethanolamine lipase (Mus musculus), Q8VD66; hit rate 0.54% among 370,000; purified mABHD4, FP-Rh probe fluorescence polarization;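 active means inhibition exceeding the mean over every tested compound plus 3 SD, cut at about 30% in these data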;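 further: 0% = plate median of compound wells and 100% = S159A mutant with DMSO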
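System: mouse ABHD4 enzyme, wild type / Medium: HEPES pH 7.0, NaCl, Pluronic buffer / Reagent: FP-Rh activity-based fluorescent probe / Control set: S159A mutant high control, sample median low control / Detection: fluorescence polarization with parallel and perpendicular emission, 525/598 nm / Schedule: 45 min + 60 min at 25 °C / Compound dosing: 8.92 µM, single dose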
SIAE primary: human SIAE inhibitors, primary screen, biochemical, fluorescence polarization, FP-Rh probe, 1536-well HTS; AID 1053197, 2014; Sialate O-acetylesterase (Homo sapiens), Q9HAT2; hit rate 0.69% among 370,000; SIAE FP-Rh probe binding; inhibition, % at 9.66 µM;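 active means inhibition above a cutoff: mean of compounds within the control limits plus 3 SD of those, cut at about 17% in these data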;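 further: 0% = plate median of compound wells and 100% = probe without SIAE protein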
Target sequence (Q9HAT2 whole entry, looked up): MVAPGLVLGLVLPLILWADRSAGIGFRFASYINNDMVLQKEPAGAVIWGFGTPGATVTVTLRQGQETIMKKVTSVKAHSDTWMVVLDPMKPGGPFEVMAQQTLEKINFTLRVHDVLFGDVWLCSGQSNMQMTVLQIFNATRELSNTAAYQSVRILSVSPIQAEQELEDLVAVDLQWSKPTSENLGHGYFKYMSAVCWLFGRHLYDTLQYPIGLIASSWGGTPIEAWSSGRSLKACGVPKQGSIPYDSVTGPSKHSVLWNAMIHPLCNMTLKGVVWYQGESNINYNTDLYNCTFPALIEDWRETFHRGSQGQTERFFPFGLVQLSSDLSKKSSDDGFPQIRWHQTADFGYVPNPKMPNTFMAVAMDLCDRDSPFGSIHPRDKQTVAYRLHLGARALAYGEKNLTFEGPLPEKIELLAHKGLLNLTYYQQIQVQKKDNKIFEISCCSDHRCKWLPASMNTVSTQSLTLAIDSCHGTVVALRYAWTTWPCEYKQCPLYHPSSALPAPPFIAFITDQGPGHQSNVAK
UHRF1 binding: UHRF1 methylated DNA binding inhibitors, primary screen, counter-screen for MBD2 inhibitor project, biochemical, TR-FRET, human UHRF1, single concentration; E3 ubiquitin-protein ligase UHRF1 (Homo sapiens), Q96T88; UHRF1 binding to methylated oligo; inhibition, % at 4.4 µM; hit rate 0.75% among 370,000; in the data active means inhibition above about 21%;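 further: UHRF1 SRA domain binding a hemimethylated CpG hairpin DNA probe; 0% = median of test compound wells and 100% = reference inhibitor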
TDP2 absorb: human TDP2 enzyme inhibitors, primary screen, biochemical, epi absorbance, recombinant enzyme; T5PNP hydrolysis, p-nitrophenol absorbance 415 nm; inhibition, % at 12.8 µM; hit rate 0.34% among 370,000; AID 720702, 2013;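 active means inhibition above the mean of all tested compounds plus 3 SD, set per campaign, cut at about 25% in these data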;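 further: 0% = DMSO with enzyme and 100% = buffer with substrate but no TDP2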
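Material: recombinant human TDP2; quantity: TDP2 enzyme at 120 nM final; medium: Tris-HCl pH 7.5 with MgCl2; compound: single concentration, 12.8 µM nominal, with 1% DMSO; incubation: 2 h enzyme incubation at 37 °C; signal: epi absorbance; measure: percent inhibition; benchmarks: high control without enzyme, low control DMSO plus TDP2; repeats: singlicate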
PRMT1 inh: PRMT1 methyltransferase inhibitors, primary screen, biochemical, fluorescence polarization; Protein arginine N-methyltransferase 1 (Homo sapiens), Q99873; recombinant PRMT1, activity-based probe fluorescence polarization; inhibition, % at 2.79 µM; hit rate 1.3% among 370,000; AID 652257, 2013;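 active means inhibition above about 21% made by adding two undisclosed values, limit read from the data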
TCR CD3 inh: inhibitors of human TCR-CD3 interaction, primary screen, biochemical, fluorescence, TAMRA-labeled TCR probe | AID 651800, 2012 | hit rate 0.37% among 360,000 | T-cell receptor (TCR) | inhibition, % at 9.4 µM; in the data active means inhibition above about 19%;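 further: recombinant mutant TCR 2C K166C tagged with TAMRA read by polarization; 0% = receptor in buffer alone and 100% = receptor with positive control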
Tn7 DDE FP: inhibitors of Tn7 peptide binding to fibrin DD(E), primary screen, biochemical, fluorescence polarization, human fibrin, Tn7 probe; Fibrinogen beta chain (Homo sapiens), P02675; FP displacement of FITC-Tn7 peptide from fibrin DD(E); 0% = median of compound wells per plate; inhibition, % at 8.3 µM; hit rate 0.13% among 370,000;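 active means inhibition above the mean of compounds falling within the control limits plus 3 SD of them, cut at about 14% in these data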;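 further: 0% = plate median of compound wells and 100% = 10 µM Aha-Tn7 peptide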
Target sequence (P02675 whole entry, looked up): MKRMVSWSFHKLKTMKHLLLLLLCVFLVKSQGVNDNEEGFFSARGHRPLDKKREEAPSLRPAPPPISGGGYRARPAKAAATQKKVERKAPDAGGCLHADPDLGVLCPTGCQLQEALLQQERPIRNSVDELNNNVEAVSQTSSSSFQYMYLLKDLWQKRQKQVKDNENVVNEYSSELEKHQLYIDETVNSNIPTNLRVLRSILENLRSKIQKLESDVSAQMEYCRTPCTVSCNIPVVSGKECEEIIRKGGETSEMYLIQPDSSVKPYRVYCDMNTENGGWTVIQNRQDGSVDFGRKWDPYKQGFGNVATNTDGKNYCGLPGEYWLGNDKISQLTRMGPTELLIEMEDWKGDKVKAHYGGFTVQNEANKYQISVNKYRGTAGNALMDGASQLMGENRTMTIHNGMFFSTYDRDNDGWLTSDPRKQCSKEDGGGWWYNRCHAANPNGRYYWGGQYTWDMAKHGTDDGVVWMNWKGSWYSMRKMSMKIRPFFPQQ
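Test system: human clot-derived fibrin DD(E) complex / Quantity: 2 µM final DD(E) protein / Incubation: 10 min plus 3 h, room temperature / Measured by: fluorescence polarization / Benchmarks: high control of 10 µM Aha-Tn7 peptide / Replicates: singlicate testing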
HTRA1 inh: HTRA1 serine protease inhibitors, primary screen, biochemical, fluorescence polarization, HTS. hit rate 0.5% among 340,000. AID 504803, 2011. recombinant HTRA1, FP-rhodamine activity-based probe. inhibition, % at 5.96 µM; in the data active means inhibition above about 36%;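 further: 0% = enzyme with DMSO and 100% = wells lacking enzyme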
PG9 Ab binder: binders of HIV-1 gp120 antibody PG9, primary screen, biochemical, TR-FRET | TR-FRET gp120-PG9 antibody binding | hit rate 0.43% among 360,000 | inhibition, % at 6.7 µM | HIV-1 gp120 / PG9 antibody interaction; in the data active means inhibition above about 8.5%
LEDGF integ inh: blockers of LEDGF/p75-dependent integrase strand transfer – biochemical, TR-FRET, high throughput, primary screen; HIV-1 integrase (with human LEDGF/p75); TR-FRET IN-LEDGF/p75 DNA integration, Eu/Cy5; inhibition, % at 3.7 µM; hit rate 0.64% among 370,000;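 active means inhibition above the screen-wide mean plus 3 SD, cut at about 13% in these data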;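 further: signal is the Cy5 over europium emission ratio at 671 and 618 nm; 0% = plate median of compound wells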
Active calls of the source: *; · = no result given; & = joins results of further samples.

A first look, 11 compounds:
SMILES	ABHD4 inh	SIAE primary	UHRF1 binding	TDP2 absorb	PRMT1 inh	TCR CD3 inh	Tn7 DDE FP	HTRA1 inh	PG9 Ab binder	LEDGF integ inh
CC1(C)NC(=O)N(CC(=O)Nc2ccc(-n3cnnn3)cc2)C1=O	-2	4	-3	2	-3	0	0	-4	0.6	3
CC(C)CC(=O)N1CCN(S(C)(=O)=O)CC1	-10	1	1	-3	5	-7	2	19	0.9	-1
CC(C)CNC(=O)COC(=O)/C=C/c1ccco1	5	-6	14	-3	4	-1	1	2	-0.4	0
Cc1ccc(S(=O)(=O)NCCNS(=O)(=O)c2ccc(C)cc2)cc1	3	1	4	-6	2	5	-7	-2	0.4	2
O=C(C1=NNCC1c1ccccc1)C1OC1c1ccccc1 (centres undefined)	-10	-3	3	-4	12	-6	6	-6	-0.6	-5
CCN(CC)C(=O)C(Oc1ccc(S(=O)(=O)N2CCCC2)cc1[N+](=O)[O-])c1ccccc1 (centres undefined)	2	3	0	1	1	7	5	-1	-0.5	0
Cc1c(Cl)c([N+](=O)[O-])nn1CCCC(=O)O	-6	2	-3	10	-1	1	-3	4	0.2	0
C=CCOc1cccc(C2/C(=C(/O)c3ccc(Cl)cc3)C(=O)C(=O)N2CCN2CCOCC2)c1 (centres undefined)	-1	-1	-2	-8	6	-9	1	-2	2.5	3
O=C(NCc1cccnc1)c1cccc(OC2CCN(Cc3ccc(CO)o3)CC2)c1	4	12	0	2	-1	3	5	-2	-1.3	0
C=CCc1cc(OC)ccc1OCC(O)CN1CCN(c2ccc(OC)cc2)CC1 (centres undefined)	4&2	4&11	1&0	-1&7	2&2	6&0	-10&3	-1	-0.6&-1.2	0&1
CCNS(=O)(=O)c1ccc(CCC(=O)Nc2ccc3c(c2)OCCO3)cc1	0	4	-2	0	0	3	15*	-3	-0.7	-4

The whole of this part, from the first entry:
SMILES	ABHD4 inh	SIAE primary	UHRF1 binding	TDP2 absorb	PRMT1 inh	TCR CD3 inh	Tn7 DDE FP	HTRA1 inh	PG9 Ab binder	LEDGF integ inh
CC1(C)NC(=O)N(CC(=O)Nc2ccc(-n3cnnn3)cc2)C1=O	-2	4	-3	2	-3	0	0	-4	0.6	3
CC(C)CC(=O)N1CCN(S(C)(=O)=O)CC1	-10	1	1	-3	5	-7	2	19	0.9	-1
CC(C)CNC(=O)COC(=O)/C=C/c1ccco1	5	-6	14	-3	4	-1	1	2	-0.4	0
Cc1ccc(S(=O)(=O)NCCNS(=O)(=O)c2ccc(C)cc2)cc1	3	1	4	-6	2	5	-7	-2	0.4	2
O=C(C1=NNCC1c1ccccc1)C1OC1c1ccccc1 (centres undefined)	-10	-3	3	-4	12	-6	6	-6	-0.6	-5
CCN(CC)C(=O)C(Oc1ccc(S(=O)(=O)N2CCCC2)cc1[N+](=O)[O-])c1ccccc1 (centres undefined)	2	3	0	1	1	7	5	-1	-0.5	0
Cc1c(Cl)c([N+](=O)[O-])nn1CCCC(=O)O	-6	2	-3	10	-1	1	-3	4	0.2	0
C=CCOc1cccc(C2/C(=C(/O)c3ccc(Cl)cc3)C(=O)C(=O)N2CCN2CCOCC2)c1 (centres undefined)	-1	-1	-2	-8	6	-9	1	-2	2.5	3
O=C(NCc1cccnc1)c1cccc(OC2CCN(Cc3ccc(CO)o3)CC2)c1	4	12	0	2	-1	3	5	-2	-1.3	0
C=CCc1cc(OC)ccc1OCC(O)CN1CCN(c2ccc(OC)cc2)CC1 (centres undefined)	4&2	4&11	1&0	-1&7	2&2	6&0	-10&3	-1	-0.6&-1.2	0&1
CCNS(=O)(=O)c1ccc(CCC(=O)Nc2ccc3c(c2)OCCO3)cc1	0	4	-2	0	0	3	15*	-3	-0.7	-4
C=CCC1(Cl)C(=O)C(Cl)=C(N2CCOCC2)C1(OC)OC (centres undefined)	2	5	1	-5	-4	4	-2	4	-0.7	-1
COc1ccc(NC2CCCN(C(=O)c3ccc4nccnc4c3)C2)cc1OC (centres undefined)	4	10	-6	16	0	3	-5	6	-8.3	5
COc1ccc(OCC(=O)Nc2nnc(S(=O)(=O)N3CCCCCC3)s2)cc1	0	3	-1	4	2	3	1	0	0.9	-1
CN(CC(=O)Nc1ccc(Cl)c(Cl)c1)CC(=O)Nc1ccc2c(c1)OCO2	0	7	-3	4	2	-8	2	-19	-0.6	0
CCOc1ccc(CCN2C(=S)N([C@@H](CC(C)C)CN3CCCC3CN3C(=S)NC[C@@H]3CC(C)C)C[C@@H]2CC(C)C)cc1 (some centres undefined)	9	-2	-3	-11	-2	9	-3	-12	-0.5	2
Cc1ccc(Nc2nc(C)nc3c2oc2ccccc23)cc1	-4	-10	-3	9	1	-2	0	-34	0.6	-4
Nc1nc(SCC(=O)Nc2cccc(S(=O)(=O)N3CCCCCC3)c2)n[nH]1	-1	-3	0	-4	-2	6	1	-2	1.4	2
COc1ccccc1CNC(=O)C1CC(c2c(Cl)cccc2Cl)=NO1 (centres undefined)	-6	11	2	-13	0	-2	-1	-5	-1.4	3
O=c1[nH]nc(CNc2ccc(Cl)cc2Cl)c2ccccc12	-6	-8	-5	-7	-3	1	-2	-11	-1.8	2
CCOc1ccc(S(=O)(=O)NCCC(=O)N2CC(C)OC(C)C2)cc1 (centres undefined)	4	-1	0	4	1	2	7	1	0.1	0
COc1ccccc1-c1nnc(NC(=O)OCC(C)C)s1	0	6	8	-4	-3	0	1	0	7.7	-3
O=C1COc2ccc(C(=O)COC(=O)CCc3ccc(S(=O)(=O)N4CCOCC4)cc3)cc2N1	-5	0	3	-6	3	-1	2	2	0.1	-4
CCN(CC(=O)NCc1cccs1)C(=O)CCOc1ccccc1	-5	2	0	0	-1	0	-8	-1	-0.7	-2
Cn1c(CC(=O)Nc2ccccc2Cl)nnc1SCC(=O)NC1=NCCS1	4	3	1	-8	3	0	0	-2	-0.6	6
(continued)
SMILES	ABHD4 inh	SIAE primary	UHRF1 binding	TDP2 absorb	PRMT1 inh	TCR CD3 inh	Tn7 DDE FP	HTRA1 inh	PG9 Ab binder	LEDGF integ inh
CN(CC(=O)Nc1cccc(F)c1)C(=O)Cc1ccsc1	0	6	-1	7	1	-5	-3	2	1.4	0
Cc1cc(C(=O)NN=Cc2ccc(-c3ccc(F)cc3)o2)c(C)o1	-1	-5	-3	1	1	4	-3	-9	-3.0	2
COc1ccc(-c2nnc(CSc3ncnc4sc5c(c34)CCC5)o2)cc1OC	13	2	3	-7	0	4	-2	-4	1.8	4
COC(=O)c1cc(NCc2c(F)cccc2Cl)ccc1N1CCOCC1	-6	-4	-2	-27	7	0	-10	0	-2.1	2
CCOC(=O)C1(Cc2ccccc2Cl)CCN(S(=O)(=O)N(C)C)CC1	-10	3	5	1	4	-7	10	-7	1.2	1
COc1ccc(Nc2cc(C)nc3ncnn23)c(OC)c1	0	3	1	6	-5	3	-3	6	0.1	3
O=C(COc1ccc(S(=O)(=O)N2CCOCC2)cc1Cl)N1CCCC1	-1	2	4	3	-1	5	0	2	-1.1	-1
COc1ccc(/C(N)=N/OC(=O)CSc2ccc(C)cc2)cc1	-9	-3	1	-7	-1	0	0	-16	-1.7	2
COc1cc(C2=NOC(C(=O)N3CCCCCC3)C2)cc(OC)c1OC (centres undefined)	3	1	2	1	0	-1	3	5	-1.5	-1
OCCC1CN(Cc2ccc3cccc(F)c3n2)CCN1Cc1ccccc1 (centres undefined)	-1	-3	-2	5	3	0	-6	6	0.4	-3
Nc1ccc2nc(SCC(=O)c3ccccc3)sc2c1	8	4	-7	12	0	-7	-11	-5	-4.0	-1
CCN(C(=O)CSc1ncnc2c1cnn2-c1ccccc1)C1CCS(=O)(=O)C1 (centres undefined)	-2	-6	0	3	-1	-4	8	1	-1.1	-5
Cc1cccc(NC(=O)CN(C)S(=O)(=O)c2ccc3c(c2)n(C)c(=O)c(=O)n3C)c1C	-1	14	0	2	-2	-4	1	4	-0.6	-5
CCc1ccccc1N1CC(C(=O)Nc2nccs2)CC1=O (centres undefined)	2	0	2	2	1	1	-1	3	1.3	-2
CC(C)(C)C(=O)/C=C(N)/C=C/c1ccccc1	1	-10	-1	-4	0	0	2	-10	-0.6	-2
COc1ccc(Cn2ccc3ccc(-c4ccc5ccn(C(=O)C6CCCCC6)c5c4)cc32)cc1	0	-4	-1	-1	5	·	6	·	·	-2
CN1CCN(C(=O)c2cc3ccccc3[nH]2)CC1	-2	5	-5	-6	-4	2	4	5	-1.6	-3
COc1ccccc1NC(=O)COC(=O)Cc1c[nH]c2ccccc12	1	-5	2	0	4	-2	-3	0	-1.2	-1
O=C(c1ccccc1)c1ccc(O)c(O)c1O	39*	10	17	-9	14	16	-8	68*	1.2	22*
COc1ccccc1CN1[C@@H](CC(=O)O)c2cc(F)ccc2S1(=O)=O	4	-6	2	-6	1	-6	-1	-4	3.0	0
Cc1ccc(S(=O)(=O)N(C)CC(=O)Nc2nc3ccccc3s2)cc1	1	0	0	10	3	1	2	-28	1.1	1
CC1=C(C(=O)Nc2ccccc2)C(c2ccccn2)n2nc(CCCO)nc2N1 (centres undefined)	-5	-4	5	0	5	-3	10	7	0.3	-2
CC1=C(C(=O)N(C)C)CC(CC(=O)NC2CCCC2)C(=O)N1Cc1ccc(F)cc1 (centres undefined)	0	0	11	9	-3	0	-2	9	-0.1	3
COCCNC(=O)c1ccc(CS(=O)(=O)c2ccccc2)o1	1	3	5	-6	6	1	-1	8	-1.1	-6
